Lipid storage S3 = qHTS Assay for Lipid Storage Modulators in Drosophila S3 Cells. Drosophila S3 cells, BODIPY lipid droplet fluorescence, 18-24 h; cells fed with added oleic acid. lipid storage change, negative = inhibition, % at the top dose, mostly 46.1 µM; hits show Potency in µM. 0.64% of 320,000 active. AID 2685, 2010; active means well fitted inhibition curve with a large enough effect in the signal ratio, with a control signal flat, not every such curve was filed as active; inconclusive means small, poorly fitted or top-dose-only effect, or effect the other way, or a change in a side signal; the % refers to the signal ratio
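Drosophila S3 cells got compounds at several concentrations plus oleic acid (400 uM solution). Laser-scanning cytometry with 488 nm excitation read lipid droplets at 500-530 nm and cells at 575-640 nm. Percent activity was relative to 20 uM Triacsin C.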
Lipid storage S3 cell count max = further read-out of Lipid storage S3, marked with its call; cell number change, %; measured here: cell count max response;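 cells counted by Cell Tracker Red CMTPX staining in the red channel; peak over a dose series mostly up to 46.1 µM; percent activity relative to internal control wells on each plate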
Active calls of the source: *; i = inactive; ? = inconclusive; / = not tested or not shown; [ ] = another dose, or the depositor's remark. On the % scale 0 is the no-effect control and ±100 the full control effect; potency means the concentration at half of the fitted maximal effect. Some of the compounds tested, so the mix of outcomes need not match the whole.

| SMILES | Lipid storage S3 | Lipid storage S3 cell count max |
| --- | --- | --- |
| NC(=O)NC(Cc1ccccc1)C(=O)Nc1ccc(S(N)(=O)=O)cc1 (stereo not given) | ? | / |
| Cc1nn(CCCC(=O)NCCc2ccccc2)c(=O)c2nccn12 | ? | / |
| Cc1cccc(N2CC(C(=O)OCC(=O)c3c(N)n(CC(C)C)c(=O)n(C)c3=O)CC2=O)c1C (stereo not given) | ? | / |
| Cc1ccc(CN2CC(C(=O)N3CCN(S(=O)(=O)c4ccccc4)CC3)CC2=O)cc1 (stereo not given) | ? | / |
| CCC(C(=O)NC1CCCCC1)n1c(SCc2cccc(F)c2)nc2ccncc21 (stereo not given) | 13.3% | -0.8 |
| Cc1cc(C)n(-c2ccc(C(=O)Nc3cc(C(F)(F)F)ccc3N3CCOCC3)cc2)n1 | i | -4.5 |
| Cc1cc(C(=O)N/N=C/c2c[nH]c3ccccc23)cs1 | 20.0% | -23.7 |
| N#CC/C(N)=N/NC(=O)CCCNc1ncc(C(F)(F)F)cc1Cl | 11.3% | 6.4 |
| COc1cc(C(=O)OC2CCN(C)CC2)cc(OC)c1OC | ? | / |
| COc1ccc2nc(NC(=O)[C@@H]3CCCN3C(=O)c3cccs3)sc2c1 | 22.1% | 19.2 |
| COCc1cc(CNC(=O)C2CCC(=O)N(Cc3ccccc3F)C2)[nH]n1 (stereo not given) | ? | / |
| COc1ccc(CCNC(=O)c2c(O)c3c([nH]c2=O)CCCC3)cc1 | 12.8% | -18.1 |
| O=C(c1ccc2c(=O)n(-c3ccccc3)c(=O)[nH]c2c1)N1CCN(c2ccc(F)cc2)CC1 | ? | / |
| COc1ccc(CCNC(=O)C2CC(c3ccccc3F)=NO2)cc1 (stereo not given) | 15.3% | / |
| CCOc1c(Br)cc(CNc2ccc3c(c2)OCCO3)cc1OC | i | 15.5 |
| COc1ccc(N(C(=O)c2ccco2)S(=O)(=O)c2cc(OC)ccc2OC)cc1 | ? | / |
| O=C(Nc1ccc(F)cc1)Nc1ccc(S(=O)(=O)N2CCCC2)cc1 | ? | / |
| O=c1c2ccc([N+](=O)[O-])cc2ncn1CCOc1ccc(Cl)cc1 | -18.7% | -7.4 |
| CCc1ccccc1NC(=O)CSc1nnc(C2CC2)n1CC1CCCO1 (stereo not given) | ? | / |
| CC1CCN(S(=O)(=O)c2cccc(C(=O)NNC(=O)c3ccco3)c2)CC1 | i | 28.1 |
| COc1cc(CNCCN2CCOCC2)ccc1OCc1ccc(Cl)cc1 | ? | / |
| O=C(Nc1cccc(Cl)c1N1CCCC1)c1ccco1 | -24.7% | 12.2 |
| O=C(O)CSC1CC(=O)N(c2ccc(Cl)cc2)C1=O (stereo not given) | ? | / |
| CC(=O)Nc1cccc(NC(=O)c2ccc([N+](=O)[O-])cc2Cl)c1 | ? | / |
| COc1cc(C2CC(=O)Nc3cc(C)c(C)cc32)cc(OC)c1OC (stereo not given) | ? | / |
| Cc1nn(-c2ccc3ccccc3c2)c(=O)c2ccccc12 | -3.4% | 8.4 |
| O=C(CN1CCCCC1)Nc1ccccc1-c1ccccc1 | i | / |
| COc1ccc2cc3c(N)nn(C(=O)Cc4ccc(Cl)cc4)c3nc2c1 | ? | / |
| O=S(=O)(c1ccc(-n2cnnn2)cc1)N1CCC(N2CCCCC2)CC1 | -4.9% | / |
| Cc1cc(C)nc(SCCN(C)C)n1 | 11.3% | 0.5 |
| CC(NC(=O)c1cc2sccc2n1C)c1ccc2c(c1)OCCO2 (stereo not given) | ? | / |
| CCc1ccc(-n2nc3ccc(NC(=O)c4ccc5c(c4)OCO5)cc3n2)cc1 | ? | / |
| Cc1ccc(Cn2cnc3ccccc32)cc1C | 8.4% | 3.2 |
| COCCN(C(=O)c1ccc(OCC(C)C)cc1)c1c(N)n(Cc2ccccc2)c(=O)[nH]c1=O | ? | / |
| COc1cccc(C2CC(c3ccc(C)cc3)n3nc(N)nc3N2)c1 (stereo not given) | i | / |
| CC(C)c1ccc(NC(=S)NN2CCOCC2)cc1 | 5.5% | -1.0 |
| COc1ccc(-c2c(-c3ccccc3)c(C(=O)C(=O)NCCCN(C)C)n3ccc4cc(OC)c(OC)cc4c23)cc1OC | ? | / |
| O=C(COC(=O)CNS(=O)(=O)c1ccccc1)Nc1ncc(Cl)cc1Cl | ? | / |
| CCc1nonc1NC(=O)COc1ccc(Cl)c(C)c1 | ? | / |
| CCC(C)C(NC(=O)C1CCC(C)CC1)C(=O)NCCc1ccc(S(N)(=O)=O)cc1 (stereo not given) | ? | / |
| NS(=O)(=O)c1c(Sc2ccccc2C(=O)O)ccc2ccccc12 | ? | / |
| CN(C(=O)COC(=O)/C=C/c1cccs1)c1c(N)n(Cc2ccccc2)c(=O)[nH]c1=O | ? | / |
| CNc1ccccc1C(C)(C)c1cc(-c2cc(C)cc(C)c2)no1 | ? | / |
| CC1Cc2ccccc2N1C(=O)CN1C(=O)NC2(CCCCC2)C1=O (stereo not given) | ? | / |
| Cn1c(NCc2ccco2)nc2c1c(=O)n(Cc1ccc(Cl)cc1)c(=O)n2C | ? | / |
| CCOc1cc(C(=O)NC(=S)Nc2ccc(Cl)c(C(=O)O)c2)cc(OCC)c1OCC | -0.3% | / |
| CCCCCC[n+]1c(-c2ccccc2)csc1Nc1ccccc1 | ? | / |
| CS(=O)(=O)C1=NSC2=NC(=O)/C(=C\c3ccc(OS(=O)(=O)c4ccccc4)cc3)C(=N)N21 | ? | / |
| CCc1sc(-c2ccccc2)nc1C(=O)OC | -1.7% | -8.8 |
| C=CCc1c(C)nc(SC)nc1Nc1ccc(C(=O)O)cc1 | i | / |
| Cc1onc(-c2c(F)cccc2Cl)c1C(=O)OCC(=O)NC(N)=O | i | / |
| CCOC(=O)c1ccc(NC(=O)CN2C(=O)CNC2=O)cc1 | 11.3% | -9.3 |
| CC(C)=CCC(C)(C)/C=N/NC(N)=O | -12.8% | 4.3 |
| CC(C)CC(C(=O)Nc1ccc2c(c1)OCCO2)N1C(=O)c2ccccc2C1=O (stereo not given) | ? | / |
| CCCCc1ccc(-n2c(Cc3cccs3)n[nH]c2=S)cc1 | ? | / |
| O=C(c1ccco1)N1CCN(C(=O)c2cc(-c3ccccc3)nc3ccccc23)CC1 | ? | / |
| CCOCCc1nnc(NC(=O)COC)s1 | ? | / |
| Clc1ccc2nnnc(-c3ccccc3)c2c1 | 0.0% | -0.5 |
| CCc1cc(=O)oc2cc3occ(-c4ccc(OC)c(F)c4)c3cc12 | -4.0% | -6.6 |
| COc1ccccc1NCC(=O)N/N=C/c1c(O)ccc2ccccc12 | -6.7% | -17.3 |

Fetched by compound from the list above:
| SMILES | Lipid storage S3 | Lipid storage S3 cell count max |
| --- | --- | --- |
| CC1Cc2ccccc2N1C(=O)CN1C(=O)NC2(CCCCC2)C1=O (stereo not given) | ? | / |
| CCOc1cc(C(=O)NC(=S)Nc2ccc(Cl)c(C(=O)O)c2)cc(OCC)c1OCC | -0.3% | / |
| CCc1ccc(-n2nc3ccc(NC(=O)c4ccc5c(c4)OCO5)cc3n2)cc1 | ? | / |

More records.
| SMILES | Lipid storage S3 | Lipid storage S3 cell count max |
| --- | --- | --- |
| CCC(C)[C@H](NC(=O)C1(c2ccccc2)CCN(C(=O)OC(C)(C)C)CC1)C(=O)N[C@@H](C(=O)O)c1ccccc1 (stereo not given in full) | -15.0% | 0.6 |
| COc1ccccc1C(=O)Nc1ccccc1C(=O)N1C(C)CCCC1C (stereo not given) | ? | / |
| CCOc1cc(N2CCOCC2)c(OCC)cc1NC(=O)c1ccc(=O)n(Cc2ccccc2)n1 | 8.3% | -7.8 |
| COC(=O)c1c(-c2ccccc2Cl)noc1-c1cnc(N)nc1C(F)(F)F | -4.5% | -0.1 |
| CCCc1[nH]nc2c1C(c1cc(OC)ccc1F)C(C#N)=C(N)O2 (stereo not given) | ? | / |
| Cc1ccc(C(=O)Nc2ccc(C(=O)N/N=C/c3c[nH]c4ccccc34)cc2)cc1 | ? | / |
| O=S(=O)(Cc1ccccc1Cl)NCCOc1ccccc1 | 20.3% | 22.8 |
| CCCN(C(=O)c1ccc(N(C)S(=O)(=O)c2ccc(C)cc2)cc1)C1CCS(=O)(=O)C1 (stereo not given) | ? | / |
| CCOc1ccc(NC(=S)NC(=O)Cc2ccccc2)cc1 | ? | / |
| COc1ccc(Cl)cc1NC(=S)N1CCN(C(=O)C2CCCO2)CC1 (stereo not given) | 11.5% | -1.6 |
| O=C(NC(=S)N1CCCC1)c1cccc([N+](=O)[O-])c1 | -9.9% | 6.8 |
| CC(Oc1ccc(F)cc1)C(=O)N(Cc1ccccc1)c1c(N)n(Cc2ccccc2)c(=O)[nH]c1=O (stereo not given) | ? | / |
| Cc1ccc(-c2nc(Nc3cccc(C)c3)sc2CC(=O)O)cc1 | -0.6% | -11.8 |
| Nc1ccc(S(=O)(=O)Nc2nccc(/C=C/c3ccc(Cl)cc3Cl)n2)cc1 | 8.1% | -3.0 |
| CS(=O)(=O)c1ccc(Cl)c(NC(=O)CCl)c1 | 0.3% | -4.0 |
| Cc1ccccc1Cn1nc(C)c(NC(=O)c2cc(CC(C)C)on2)c1C | ? | / |
| c1ccc(Cc2ccc(OCCn3ccnc3)cc2)cc1 | 3.66µM* | -8.1* |
| Cc1cccc(C(=O)N2CCC(N3CCC(C(=O)N4CCOCC4)CC3)CC2)c1 | ? | / |
| CC(=O)Nc1sc(NC(=O)c2ccc(Cl)cc2)nc1-c1cccs1 | 23.1% | -17.6 |
| COc1ccc(N2CC(O)(c3ccc(F)cc3)[N+]3=C2CCCC3)cc1 (stereo not given) | ? | / |
| CN1CCC(=NNC(=O)CN(c2cccc(Br)c2)S(C)(=O)=O)CC1 | -0.2% | -9.7 |
| CCCCCC(=O)NC(=S)Nc1ccc(NC(=O)c2ccco2)cc1 | -4.0% | 7.5 |
| CCOCCCNc1ccc(N2C(=O)C3CCCCC3C2=O)cc1[N+](=O)[O-] (stereo not given) | 4.8% | -9.3 |
| Cc1nc(NC(=O)/C=C/c2ccc(C(C)(C)C)cc2)sc1C(=O)N(C)C | 16.5% | 4.1 |
| CCOC(=O)Cc1csc(SCC(=O)Nc2ccc3[nH]c(=O)[nH]c3c2)n1 | ? | / |
| CCCCn1c(N)c(N(CCOC)C(=O)CSCc2ccc(C)cc2)c(=O)[nH]c1=O | ? | / |
| O=C(CN1C(=O)CC(c2ccccc2)=Nc2ccccc21)NCc1ccco1 | ? | / |
| CS(=O)(=O)N(Cc1cc2ccccc2[nH]c1=O)C1CCCCC1 | ? | / |
| COc1cccc(C(C[N+](=O)[O-])c2c(C)[nH]n(-c3ccccc3)c2=O)c1 (stereo not given) | ? | / |
| CC(NC(=O)[C@@H](NC(=O)[C@@H]1Cc2ccccc2CN1)C(C)C)c1ccccc1 (stereo not given in full) | ? | / |
| COC(=O)c1cc(-c2c(C)oc3cc(OC(C)C)ccc3c2=O)c(C)o1 | ? | / |
| O=C(COC(=O)/C=C/c1ccccc1Cl)NCc1ccccc1 | 20.8% | -9.2 |
| COc1cc(C(=S)N2CCOCC2)cc(OC)c1OC | ? | / |
| CCOc1ccc(/C=N/NC(=O)c2[nH]c3ccc(C)cc3c2C)cc1 | ? | / |
| CCCNc1nc2ccccc2c(=O)[nH]1 | 8.9% | -7.6 |
| CCN1CCN(C(CNC(=O)c2ccc3c(c2)OCO3)c2cccnc2)CC1 (stereo not given) | ? | / |
| CCOC(=O)c1sc(NC(=O)C2CC2)cc1C | -0.3% | 10.7 |
| Nc1ccc2nc3c(=O)n(CCc4ccccc4)c(=O)[nH]c3nc2c1 | ? | / |
| Cc1cccc(NC(=S)NNc2cccc(Cl)c2)c1 | ? | / |
| COc1cccc(C(=O)Nc2ccc(F)cc2F)c1 | 7.5% | 3.4 |
| Cc1ccc(CNC(=O)c2ccccc2NC(=O)C2=CSCCO2)cc1 | 10.0% | -18.4 |
| COc1ccccc1CC(=O)Nc1ccccc1C(=O)O | ? | / |
| NC(=S)N/N=C/c1coc2ccc(F)cc2c1=O | ? | / |
| O=C(COC(=O)CNC(=O)c1ccccc1F)NC12CC3CC(CC(C3)C1)C2 | ? | / |
| O=C(Nc1cc(Cl)cc(Cl)c1)c1coc(=O)c(Br)c1 | 1.3% | 1.7 |
| Cc1ccc(-n2ncc3c(=O)n(CC(=O)OCc4ccccc4)cnc32)cc1 | 9.6%[9.22 µM] | / |
| CN1CCN(C(=O)C2(NC(=O)NCc3ccccc3)CCCCC2)CC1 | -3.7% | -19.3 |
| Cc1nn(-c2ccccc2)c(N2CCCC2)c1/C=N/NC(=O)c1cc2ccccc2cc1O | ? | / |
| CCCCS/C(=C(/C#N)C(N)=O)c1cc2c([nH]1)CCCC2 | ? | / |
| CCC(C(=O)O)n1c2ccccc2c2cn[nH]c(=O)c21 (stereo not given) | ? | / |
| Cc1cccc(C)c1NC(=O)COC(=O)CCC(=O)c1cccs1 | ? | / |
| Oc1cc(O)cc(/C=C/c2ccc(O)c(O)c2)c1 | 9.0% | -3.1 |
| COC(=O)c1cn(NC(=O)c2cccc(N(C)C)c2)c(=O)c2ccccc12 | ? | / |
| Cc1ccc(-c2nnn(CC(=O)N(c3cccc(O)c3)C(C(=O)NC(C)(C)C)c3cccs3)n2)o1 (stereo not given) | ? | / |
| Nc1ccc2nc(-c3cc(Cl)c(N)c(Cl)c3)[nH]c2c1 | 2.9% | -10.3 |
| Oc1cccc(C2c3[nH]c4ccccc4c3CCN2Cc2ccoc2)c1 (stereo not given) | ? | / |
| Clc1ccc(/C=C/c2ncc[nH]2)c(Cl)c1 | ? | / |
| Nc1cccc(-c2cc(-c3ccccc3)nc(-c3cccc(N)c3)n2)c1 | ? | / |
